zfTRPN1 agonist: zebrafish TRPN1 channel agonists, primary screen, cell-based, HEK293, calcium fluorescence; transient receptor potential cation channel N1 (TRPN1/NompC), Danio rerio; HEK293 zebrafish TRPN1-YFP, Fluo-8 calcium fluorescence; 100% = response to 87 µM carbachol; activation, % at 3 µM; 220,000 compounds, 0.18% hits;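 active means activation above its plate's cutoff, the mean activation of test wells on that plate plus 3 SD, cut at about 19% in these data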;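 further: 0% = DMSO alone and 100% = 87 µM carbachol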
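Material: zebrafish TRPN1-YFP in HEK293 cells; Doses: single test compound dose, 3 µM nominal, 0.3% DMSO; Timing: dye loading 1 h at 37 °C, then 30 min room temperature; Technique: intracellular calcium fluorescence with Fluo-8; Benchmarks: high carbachol 87 µM, low DMSO alone.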
NPY Y1 blocker: NPY-Y1 receptor antagonists, primary screen, cell-based; 200,000 compounds, 1% hits; HEK293-CNG Y1 cells, membrane potential fluorescence; NPY at EC95, then isoproterenol; inhibition, % at 3.6 µM; Neuropeptide Y receptor type 1 (Homo sapiens), P25929; AID 1040, 2008;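 active means inhibition above the campaign mean inhibition of all tested compounds plus 3 SD, cut at about 20% in these data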;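 further: 0% = DMSO wells given NPY plus isoproterenol and 100% = isoproterenol alone without NPY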
Target sequence (P25929 whole entry, looked up): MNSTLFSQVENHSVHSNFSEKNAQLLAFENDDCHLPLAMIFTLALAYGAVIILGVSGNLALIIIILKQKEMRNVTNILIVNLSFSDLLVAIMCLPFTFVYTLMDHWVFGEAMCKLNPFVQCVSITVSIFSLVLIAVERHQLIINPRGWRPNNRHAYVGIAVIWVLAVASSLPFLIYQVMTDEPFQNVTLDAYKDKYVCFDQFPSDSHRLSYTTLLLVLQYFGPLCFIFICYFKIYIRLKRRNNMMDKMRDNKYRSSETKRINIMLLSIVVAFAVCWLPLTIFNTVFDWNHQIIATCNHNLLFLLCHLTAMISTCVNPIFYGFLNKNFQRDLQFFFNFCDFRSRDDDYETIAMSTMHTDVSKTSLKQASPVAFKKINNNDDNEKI
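Material: HEK293 cells with Y1 receptor plus CNG channel; times: compound incubation 1 h at room temperature, readout 45 min post-stimulation; signal: fluorescence, membrane potential probe; read-out basis: fluorescence ratio normalized to % inhibition between controls; benchmarks: full-block control isoproterenol-only wells, zero-block control NPY plus isoproterenol wells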
14-3-3 Bad PPI: inhibitors of 14-3-3 zeta/Bad binding, primary screen, biochemical, TR-FRET, bovine 14-3-3 zeta; 14-3-3 protein zeta/delta (Bos taurus), P63103; TR-FRET 14-3-3zeta/Dy647-pBad peptide displacement, 1 h; inhibition, % at 21.7 µM; 220,000 compounds, 0.71% hits;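 active means inhibition above about 70%, limit read from the data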;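 further: 0% = full 14-3-3 plus peptide FRET controls and 100% = background without 14-3-3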
TRPML3 ag: human TRPML3 channel agonists, primary screen, cell-based, HEK293 TRPML3-YFP, Fluo-8 calcium fluorescence, 3 µM | 100% = the carbachol control signal | 220,000 compounds, 0.29% hits | activation, % at 3 µM;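 active means activation above its plate's cutoff, the mean activation of the plate's test wells plus 3 SD, cut at about 12% in these data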;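 further: 0% = DMSO only wells and 100% = carbachol wells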
Target sequence (Q8TDD5 whole entry, looked up): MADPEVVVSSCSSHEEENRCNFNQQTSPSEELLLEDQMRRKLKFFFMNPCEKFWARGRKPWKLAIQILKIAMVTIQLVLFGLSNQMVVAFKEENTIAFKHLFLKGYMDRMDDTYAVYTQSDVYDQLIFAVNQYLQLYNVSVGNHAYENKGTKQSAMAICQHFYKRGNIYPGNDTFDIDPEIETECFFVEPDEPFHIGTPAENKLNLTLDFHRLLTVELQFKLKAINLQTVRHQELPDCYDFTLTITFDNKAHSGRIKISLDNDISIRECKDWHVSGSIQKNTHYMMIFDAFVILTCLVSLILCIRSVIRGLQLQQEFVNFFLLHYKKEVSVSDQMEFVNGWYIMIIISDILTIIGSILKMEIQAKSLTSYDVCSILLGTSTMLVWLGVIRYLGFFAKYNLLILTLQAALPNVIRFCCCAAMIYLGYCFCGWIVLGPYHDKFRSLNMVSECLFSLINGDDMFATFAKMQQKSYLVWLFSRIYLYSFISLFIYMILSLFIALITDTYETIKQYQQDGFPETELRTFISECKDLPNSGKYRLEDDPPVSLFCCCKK
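Material: HEK293 cells stably carrying human TRPML3-YFP; compound dosing: single dose, 3 µM final nominal compound, 0.3% DMSO final; incubation: 1-h 37 °C dye load, 5-s basal, 120-s post-compound reads; technique: Fluo-8 intracellular calcium fluorescence, excitation 470-495 nm, emission 515-575 nm; read-out basis: percent activation from peak-to-basal fluorescence ratio, scaled between DMSO and carbachol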
PPC-1+TRAIL kill: compounds killing PPC-1 cancer cells with TRAIL present, primary screen, TRAIL potentiator project, ATPLite luminescence, uHTS; 220,000 compounds, 0.41% hits; cell killing (% activity), % at 4 µM; PPC-1 cells + TRAIL, ATPLite viability luminescence;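 active means cell killing above 50% in the first pass at 4 µM, then a duplicate retest at 5 µM averaging 50% or more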;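 further: plate controls were cells with TRAIL plus DMSO for no effect and medium-only wells lacking cells for full effect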
EP2 modulator: EP2 receptor modulators, cAMP readout, primary screen, cell-based, HTRF cAMP, PGE2 stimulation | EP2-expressing cells, cAMP HTRF FRET, PGE2 co-stimulation | induction, % at 25 µM | 260,000 compounds, 0.83% hits | AID 940, 2007;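 active means compounds whose cAMP rise, as percent of the full-agonist control response, exceeds 60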;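 further: rat C6 glioma line stably carrying human EP2 under a CMV promoter; the protocol text gives 20 µM as final concentration; 100% = response of wells given 1 µM PGE2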
CHOP inhibitor: inhibitors of CHOP promoter induction, primary screen, cell-based, unfolded protein response, luciferase reporter. CHO-K1 CHOP-promoter luciferase, tunicamycin-induced, 15-18 h. inhibition, % at 10 µM. 220,000 compounds, 3.8% hits. AID 2732, 2010;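 active means compounds that reduced the stress-induced luciferase reporter signal by more than about 70% of percent inhibition, limit read from the data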;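 further: 0% = tunicamycin plus vehicle and 100% = wells without tunicamycin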
NPY1 pot ag: NPY-Y1 receptor potentiators or agonists, primary screen, cell-based; Neuropeptide Y receptor type 1 (Homo sapiens), P25929; NPY-Y1 expressing cells, potentiator/agonist activation; activation, % at 3.6 µM; 220,000 compounds, 0.37% hits; in the data active means activation above about 33%, passing the limit was not always enough;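 further: cells stimulated with NPY at EC10 then isoproterenol at EC100; 0% = low agonist plus stimulus and 100% = saturating agonist plus stimulus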
EP2 antag: human EP2 receptor antagonists, primary screen, TR-FRET cAMP, C6 glioma cells | Prostaglandin E2 receptor EP2 subtype (Homo sapiens), P43116 | C6 glioma cells expressing human EP2; cells stimulated with saturating PGE2 | inhibition, % at 25 µM | 260,000 compounds, 0.52% hits | AID 1422, 2008;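 active means percent inhibition above 40 after rounding to a whole number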;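 further: rat C6 glioma host cells with rolipram phosphodiesterase inhibitor present; the protocol text gives 20 µM as final concentration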
Numbers without * were called inactive; · = not tested or not shown; & = joins results of further samples; [ ] = remark or other dose. Not all compounds are listed; count on the stated rates, not on these rows.

SMILES	zfTRPN1 agonist	NPY Y1 blocker	14-3-3 Bad PPI	TRPML3 ag	PPC-1+TRAIL kill	EP2 modulator	CHOP inhibitor	NPY1 pot ag	EP2 antag
CCn1c2ccccc2c2cc(NC(=O)COC(=O)C3CCC(=O)N3)ccc21 (centres undefined)	-0.4	-1.3	-1.6	0.1	-8.3	-32.4	-19.5	10.2	2.2
O=c1cc(N2CCN(c3cccc(Cl)c3)CC2)[nH]c(=O)n1C1CCCCC1	-0.3	1.9	-14.0	1.1	43.2	24.1	74.0*	9.9	-1.2
COC(=O)C(CCSC)NS(=O)(=O)c1ccc(Cl)cc1 (centres undefined)	-0.1	-3.1	-3.4	-0.2	20.1	24.4	-13.2	15.6	10.2
CCOCc1nnc(NC(=O)c2cccs2)s1	2.2	1.6	1.3	0.9	4.7	-2.5	-10.1	21.4	11.1
CC(C)NC(=O)COC(=O)/C=C/c1ccco1	-0.4	4.4	-3.2	1.0	9.5	3.0	23.2	11.7	7.7
Cc1ccc2cc(COC(=O)c3ccco3)c(=O)[nH]c2c1	-0.8	-3.2	11.0	0.1	30.6	-21.8	4.0	15.9	-9.6
CCSc1nc2c(c(=O)[nH]c(=O)n2C)n1Cc1ccc(Cl)cc1	0.6	1.9	-1.6	0.0	0.5	66.3*	68.1	-17.1	11.1
O=C(CCN1CCN(CCO)CC1)Nc1ccc(C2CCCC2)cc1	1.1	-0.9	-2.5	1.5	15.3	12.6	6.8	-9.9	7.3
COc1ccc(-c2ccn(-c3cccc(F)n3)n2)cc1	0.2	5.0	-12.9	0.1	3.2	3.2	0.3	12.7	5.0
COCCNC(=O)c1ccccc1N(Cc1ccccc1)S(=O)(=O)c1ccc(C)cc1	0.0	3.5	-10.0	0.0	·	23.7	-10.4	-10.3	5.4
CCCN1C(=O)S/C(=C\c2ccc(N3CCOCC3)o2)C1=O	0.1	5.6	-17.9	0.5	25.7	-7.3	-41.9	-2.4	9.8
COCCn1c(=S)[nH]c2cc(C(=O)N3CCN(c4ccccc4OC)CC3)ccc2c1=O	-0.2	3.6	2.3	-0.1	6.5	18.4	1.2	2.4	5.5
CCC(=O)Oc1ccc(NC(=O)CSCc2ccccc2)cc1	0.2	-7.6	-5.2	0.4	31.7	-4.7	9.1	2.7	11.5
N=C1/C(=C/c2cccs2)C(=O)N=C2SN=C(SCc3ccccc3)N12	-0.1	4.7	29.6[fluorescence artefact?]	0.6	11.0	-10.9	0.6	-10.3	9.4
O=C(CN1CCN(C(=O)c2ccco2)CC1)Nc1ccccc1-c1ccccc1	2.3	-3.7	2.8[fluorescence artefact?]	0.2	5.7	12.7	-17.8	-5.0	11.3
COC(=O)c1[nH]c2ccccc2c1NC(=O)CCN1CCSCC1	-0.3	0.7	4.9	0.8	9.6	-4.2	0.7	2.1	8.1
COc1ccc(Nc2ncnc3c2cnn3Cc2ccccc2)cc1OC	4.0	-5.2	-8.9	1.2	-23.5	-3.7	29.9	0.5	8.1
O=C(Nc1cc(-c2nn(CC(=O)N3CCCCC3)c(=O)c3ccccc23)ccc1N1CCOCC1)c1ccc(Cl)cc1	1.4	0.4	6.8	-0.5	6.1	-16.4	-3.7	-11.9	11.0
COC(=O)COc1ccc(S(=O)(=O)Nc2ccc(C(N)=O)cc2)cc1Cl	-0.9	5.0	-9.3	0.2	18.1	21.7	9.5	-7.7	10.9
Cc1nnc(Nc2ccc(C(=O)N3CCOCC3)cc2)c2ccccc12	-0.1	4.7	-5.4	0.8	8.4	37.8	5.6	4.6	20.3
COc1cc(OC)cc(C(=O)N[C@H](C(=O)OCC(=O)Nc2ccc(F)c(F)c2)C(C)C)c1	-3.2	8.2	-5.2	-1.0	7.5	29.0	43.3	20.2	3.7
O=C(c1sc2cc([N+](=O)[O-])ccc2c1Cl)N1CCOCC1	-0.6	-3.5	21.2	-0.2	8.8	-10.4	7.4	13.3	5.2
CC1(C)CC(=O)c2sc(NC(=O)c3ccco3)nc2C1	1.3	-4.8	3.3	0.2	32.6	6.4	22.4	-9.1	6.5
O=C(Nc1ccc2c(c1)C(=O)N(CC1CCCO1)C2=O)c1cccc(Br)c1 (centres undefined)	1.6	-4.8	3.4	1.9	14.9	-5.2	73.3*	0.4	4.2
Cc1ccc(S(=O)(=O)N2CCCN(S(=O)(=O)c3ccc4c(c3)OCCO4)CC2)cc1	0.1	-5.5	0.0	0.5	-3.9	-29.0	-2.7	-5.5	8.9
(next part)
SMILES	zfTRPN1 agonist	NPY Y1 blocker	14-3-3 Bad PPI	TRPML3 ag	PPC-1+TRAIL kill	EP2 modulator	CHOP inhibitor	NPY1 pot ag	EP2 antag
CC(/C=C1\SC(=Nc2cccnc2)NC1=O)=C\c1ccccc1	0.4	·	19.4	0.6	14.0	-37.1	26.8	16.0	19.9
COc1ccccc1S(=O)(=O)Cc1ccc(C(=O)N2CCN(c3ccc(C)cc3)C(C)C2)o1 (centres undefined)	5.9	-0.7	5.9	2.3	15.6	-18.0	-17.6	-8.4	18.5
COc1cc(/C=C/C(=O)O)cc(S(=O)(=O)N(CC(C)C)CC(C)C)c1OC	-0.7	0.1	-9.2	0.9	5.2	25.1	-10.9	3.4	4.1
COc1c(Cl)cc(Cl)cc1CNCc1ccccc1	-0.6	10.8	-2.1	0.0	22.2	49.8	64.7	7.2	4.8
CCC1CCC(c2nnc(-c3ccc(Br)cc3)o2)CC1 (centres undefined)	0.1	6.0	-6.7[fluorescence artefact?]	0.6	8.9	0.8	26.5	-27.8	20.7
CCOC(=O)NC(CC(=O)O)c1ccc(OC)cc1 (centres undefined)	-0.4	6.0	5.9[fluorescence artefact?]	0.8	7.6	17.3	12.0	5.3	8.9
CCOC(=O)C(C)n1ncn2cccc2c1=O (centres undefined)	2.3	1.1	2.9	0.7	11.4	-2.0	-6.2	9.0	18.9
COCCn1cnnc1SCC(=O)Nc1cccc(S(=O)(=O)N2CCCCCC2)c1	-1.1	2.4	21.9[fluorescence artefact?]	-0.1	26.3	19.4	13.0	17.5	2.1
Cc1ccc(C(=O)C2Oc3ccccc3C3CC(c4ccc(C)cc4)=NN23)cc1 (centres undefined)	1.2	8.6	3.8	-0.4	-3.5	10.4	33.0	-13.1	16.0
CCOC(=O)c1sc(-c2ccc(F)cc2)cc1NC(=O)Nc1ccccc1OC	1.2	0.3	-0.3	0.5	3.3	0.1	7.1	-2.5	9.5
Cc1ccc(C(=O)C[n+]2ccc(Cc3ccccc3)cc2)cc1	-1.3	7.6	-0.1	0.7	13.5	-1.5	5.9	2.4	3.5
Cc1ccccc1N1C(=O)C(Cl)=C(N2CCCCCC2)C1=O	-2.3	10.5	23.3	-0.8	6.2	21.5	80.5*	2.5	16.2
O=C(CN1C(=O)CC(c2ccco2)Sc2ccccc21)NCC1CCCO1 (centres undefined)	1.3	0.7	-2.1[fluorescence artefact?]	0.6	4.8	20.0	-9.2	13.8	7.0
COc1ccc(CCc2nnc(CCC(=O)NCc3cnn(-c4ccccc4C)c3)o2)cc1	0.1	-3.2	-0.2	0.7	-6.3	-1.2	6.9	18.3	3.5
CCCc1nnc(SCC(=O)N2CCOCC2)n1Cc1ccco1	0.9	0.8	1.9	0.6	11.9	18.0	39.7	-6.9	5.8
C=CCn1c(SCC(=O)Nc2ccc3c(c2)OCO3)nnc1-c1ccccc1OC	-1.9	0.8	-4.7	-0.6	-12.7	-1.9	-17.3	1.2	15.1
COC(=O)c1c(C)[nH]c(O)c1C=Nc1ccc(C#N)cc1	2.3	2.4	-16.8	1.7	25.2	3.7	2.7	13.4	8.6
COCCN1C=C2C(=O)C(C)(OC(=O)CCC(=O)OC)C(=O)C=C2C=C1C1CC1 (centres undefined)	·	·	-4.9	·	16.8	-5.9	2.5	·	19.6
Cc1ccccc1-c1nc2ccccc2c(=O)n1/N=C/c1ccccc1[N+](=O)[O-]	-1.8	-0.3	-5.2	-1.2	7.7	12.9	41.3	-5.6	10.4
COCCSc1nc2c(c(=O)[nH]c(=O)n2C)n1Cc1cccc(C)c1	-0.4	3.4	11.0	0.0	-4.4	9.1&7.3	6.7	-2.5	9.5&11.2
Cc1cccc(NC(=O)CS(=O)(=O)c2cn(CC(=O)N3CCOCC3)c3ccccc23)c1	2.1	3.3	-14.6	0.8	6.9	29.5	9.9	-0.5	7.4
N#CC(C(=O)NC1CCCCC1)=C1CCCCCC1	-2.0	8.3	2.7[fluorescence artefact?]	-0.8	14.3	-35.2	-4.6	1.5	7.4
CSc1ccc(/C=N/N2CCN(Cc3ccccc3)CC2)cc1	-1.5	2.9	-11.5	0.7	4.8	-14.7	12.4	-6.1	4.9
Cc1cc(S(=O)(=O)NCc2ccccc2)ccc1OCC(=O)NCC1CCCO1 (centres undefined)	0.2	-0.5	-6.3	0.3	33.1	-9.3	17.2	7.4	7.8
Cc1ccc(C(=O)OCC(=O)Nc2cc(F)ccc2F)cc1NC(=O)c1ccco1	-0.2	15.9	15.9[fluorescence artefact?]	0.2	-7.7	-34.2	11.6	17.6	11.3
S=C(Nc1ccc(Cl)cc1)N(CCCN1CCOCC1)Cc1cccs1	0.2	14.2	-9.6	-0.1	13.0	7.5	30.2	-5.8	-6.5
Cc1ccc(S(=O)(=O)Nc2cc(C(F)(F)F)ccc2N2CCOCC2)c(C)c1	6.1	0.9	-4.4	47.9*	18.3	18.0	59.9	22.7	8.8
Cc1cc(Br)ccc1SCC(=O)OC/C(O)=C(\C#N)c1nc2ccccc2[nH]1	1.6	·	-3.0	1.0	17.9	-7.5	101.5*	-7.8	4.4
CCO[C@@H]1OC(C(=O)NCc2ccccc2)=C[C@H](C(C)(C)C)[C@H]1CCCO	·	·	-4.3	·	4.8	-17.1	-3.2	·	5.8
O=C(NC1CCCCC1)c1ccc(CN2CCOCC2)cc1	1.4	-0.6	3.9	0.0	11.3	-1.7	9.7	-4.7	17.3

TRPML3 ag: entries above that show a hit.
compound | 14-3-3 Bad PPI | TRPML3 ag | EP2 modulator | CHOP inhibitor | NPY1 pot ag
Cc1ccc(S(=O)(=O)Nc2cc(C(F)(F)F)ccc2N2CCOCC2)c(C)c1 | -4.4 | 47.9* | 18.0 | 59.9 | 22.7

Screens: PubChem, several laboratories
